# Screening data from PubChem BioAssay.
# MITF primary – human MITF inhibition, primary screen; O75030; AlphaScreen MITF homodimerization, bead proximity signal; inhibition, % at 2.6 µM; 650,000 compounds, 0.91% hits; AID 1259374; in the data active = inhibition above about 50%;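 note: 0% = vehicle wells with protein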
# Target sequence (O75030 whole entry, looked up): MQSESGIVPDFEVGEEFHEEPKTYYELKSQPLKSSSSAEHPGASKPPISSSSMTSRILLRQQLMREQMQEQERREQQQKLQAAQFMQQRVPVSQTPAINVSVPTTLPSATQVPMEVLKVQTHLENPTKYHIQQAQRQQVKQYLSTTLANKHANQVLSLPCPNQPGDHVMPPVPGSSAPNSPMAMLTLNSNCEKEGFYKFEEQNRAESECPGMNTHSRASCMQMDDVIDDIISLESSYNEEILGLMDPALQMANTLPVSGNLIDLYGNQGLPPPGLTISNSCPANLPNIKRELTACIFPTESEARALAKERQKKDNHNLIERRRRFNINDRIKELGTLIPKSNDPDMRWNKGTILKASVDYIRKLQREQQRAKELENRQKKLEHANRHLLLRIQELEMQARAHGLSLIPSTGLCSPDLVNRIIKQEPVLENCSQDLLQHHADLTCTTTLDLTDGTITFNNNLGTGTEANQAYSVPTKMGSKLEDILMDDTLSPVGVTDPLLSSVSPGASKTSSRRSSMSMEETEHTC
# TEAD-YAP block – TEAD-YAP interaction inhibition; HEK-TIYL cells, TEAD-Gal4/YAP UAS-luciferase luminescence; inhibition, % at 9.12 µM; 640,000 compounds, 1.4% hits; in the data active = inhibition above about 32%;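 note: 0% = median of test compound wells and 100% = reference inhibitor wells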
# GPR151 activ – activates the human receptor GPR151; activation, % at 11.2 µM; PathHunter beta-arrestin GPR151 cells, luminescence; AID 1508602; Q8TDV0; 650,000 compounds, 1% hits; in the data active = activation above about 4.9%;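 note: 0% = median of compound wells and 100% = cells with positive control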
# Target sequence (Q8TDV0 whole entry, looked up): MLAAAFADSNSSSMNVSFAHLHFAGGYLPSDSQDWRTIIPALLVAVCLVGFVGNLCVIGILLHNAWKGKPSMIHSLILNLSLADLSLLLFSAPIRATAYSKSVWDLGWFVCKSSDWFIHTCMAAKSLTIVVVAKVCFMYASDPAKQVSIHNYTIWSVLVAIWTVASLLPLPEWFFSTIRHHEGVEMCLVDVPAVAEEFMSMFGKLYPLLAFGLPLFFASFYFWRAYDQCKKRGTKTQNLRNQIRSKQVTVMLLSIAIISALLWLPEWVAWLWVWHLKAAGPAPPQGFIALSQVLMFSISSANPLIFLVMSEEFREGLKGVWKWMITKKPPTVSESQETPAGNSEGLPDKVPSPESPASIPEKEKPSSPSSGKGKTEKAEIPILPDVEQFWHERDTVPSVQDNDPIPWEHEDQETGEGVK
# FBW7 activator – activators of human E3 ligase FBW7 | 650,000 compounds, 0.13% hits | Q969H0 | normalized activity (activation), % at 26.1 µM | AlphaScreen FBW7–phospho-cyclin E peptide binding, activator screen; in the data active = normalized activity above about 1.9%;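 note: purified mutant Fbw7 with reduced substrate affinity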
# An asterisk follows results filed as active; & = joins results of further samples; ! = not confirmed by another sample. These rows are one share of the data (hit frequency here may not be typical).
SMILES,MITF primary,TEAD-YAP block,GPR151 activ,FBW7 activator
Cc1cc(N2CCN(C)CC2)nc2ccccc12,-6,-1,0.1,-0.1
O=c1oc2ccccc2c(O)c1C(c1cc([N+](=O)[O-])c(Cl)cc1Cl)c1c(O)c2ccccc2oc1=O,14,-1,-2.6,0.3
CCOC(=O)C1C2NC(=S)N(c3ccccc3C)C1(C)Oc1ccc(Cl)cc12 (stereo unspecified),2,3,-1.7,-0.5
C[C@@H]1O[C@@H](O[C@H]2C[C@@H](O)[C@]3(CO)[C@H]4[C@H](O)C[C@]5(C)[C@@H](C6=CC(=O)OC6)CC[C@]5(O)[C@@H]4CC[C@]3(O)C2)[C@H](O)[C@H](O)[C@H]1O,7&-6,103*,5.7*!,-0.1&-0.1
CCOC(=O)C1C2c3ccccc3O[C@]1(C)N=c1s/c(=C/c3ccoc3)c(=O)n12 (stereo partly specified),2,6,0.1,-0.2
COC(=O)C(C)Oc1cc(C)cc2oc(=O)c3c(c12)CCCC3 (stereo unspecified),2,3,3.0,0.0
CCOC(=O)c1cc(C)sc1/N=C/C1C(=O)NC(=S)NC1=O,12,-1,-0.3,0.0
Cc1cccc(C)c1NC(=O)c1c(O)c2ccccc2n(CCC(C)C)c1=O,11,-6,1.1,0.3
CC1(C)CSC(Nc2cccc(C(F)(F)F)c2)=N1,21,1,1.3,0.0
COc1cccc([C@]2(O)CCCC[C@H]2CN(C)C)c1,-2,-6,-0.2,-0.1
C[C@H]1NC(=O)[C@H]2CN(Cc3ccc4ncccc4c3)CCN2C1=O,1,-2,-0.1,-0.1
CCCCn1c(=O)c(C(=O)Nc2ccc(Cl)cc2)c(O)c2ccccc21,1,-3,0.2,-0.1
CCC(=O)c1cc(F)c(N2CCN(CC)CC2)cc1C,-17,7,0.7,0.0
O=C1NC(=O)N(c2ccccc2)C(=O)/C1=C/C=C/c1ccccc1[N+](=O)[O-],2,-3,-0.1,0.1
O=C(CN1CCOCC1)Nc1ccc(Cl)cc1C(=O)c1ccccc1,0,-2,-0.8,0.0
Cc1ccc2c(c1)N(C(C)C(=O)N1CCC3(CC1)OCCO3)C(=O)CO2 (stereo unspecified),21,-9,-1.3,0.9
O=C(NCCN1CCOCC1)c1ccc(Cl)nc1Cl,5,4,-0.9,0.0
CCOc1cc(/C=C/[N+](=O)[O-])ccc1OCc1cccc(F)c1,11,19,0.5,0.1
CCN(CC)c1ccc(/C=N/N=C(\N)N[N+](=O)[O-])cc1,6,-23,-0.5,0.0
O=C(O)C1CCCCC1C(=O)N1CC2CC(C1)c1cccc(=O)n1C2 (stereo unspecified),9,6,-0.1,0.0
COc1ccccc1NC(=O)CSc1nc2c(cc1C#N)C1CCN2CC1,-7,0,-0.6,-0.1
N=C1SC2CS(=O)(=O)CC2N1Cc1ccccc1Cl (stereo unspecified),1,-7,-0.1,-0.2
CN(C)P(=O)(/C=C(\Br)c1ccccc1)N(C)C,-9,6,0.6,0.0
Cn1c[n+](C)cc1C(O)c1ccccc1 (stereo unspecified),2,-15,-0.1,0.0
Cc1ccc(CN2CCN(C(=O)COc3cccc(C)c3)CC2)cc1,43,9,0.8,-0.1

# As a working copy, 2 of the compounds above:
SMILES,MITF primary,TEAD-YAP block,GPR151 activ,FBW7 activator
CCCCn1c(=O)c(C(=O)Nc2ccc(Cl)cc2)c(O)c2ccccc21,1,-3,0.2,-0.1
CCC(=O)c1cc(F)c(N2CCN(CC)CC2)cc1C,-17,7,0.7,0.0

# Following part
SMILES,MITF primary,TEAD-YAP block,GPR151 activ,FBW7 activator
N#Cc1ccccc1CN1CCN(Cc2ccccc2)CC1,-7,1,0.4,-0.1
CCCC(=O)NC(Oc1ccc(OC)cc1)C(Cl)(Cl)Cl (stereo unspecified),0,3,-0.4,0.2
O=C(NC(Cc1ccccc1)C(=O)N1CCC2(CC1)OCCO2)C1CCCCC1 (stereo unspecified),16,-6,0.2,0.1
c1ccc2c(CN3CCCCCC3)c[nH]c2c1,-4,4,-0.4,0.1
CCN1CCN(Cc2ccccc2Br)CC1,-6,2,-1.1,-0.2
O=C1CC[C@@]2(O)[C@H]3Cc4ccc(O)c5c4C2(CCN3CC2CC2)[C@H]1O5,-3,6,4.6,-0.1
CC(C)(C)P(=S)(c1ccncc1)N1CCCC1 (stereo unspecified),-6,3,-0.9,0.1
C[N+]1(C)C2CCC1CC(OC(=O)c1ccccc1)C2 (stereo unspecified),13,4,0.2,-0.2
c1ccc2nc(N3CCNCC3)ccc2c1,4&-9&3&4,-16&0,4.1&0.2&2.4&-0.8,0.3&-0.1&0.1&0.1
O=C1NC(=O)C(CCc2ccncc2)(C2CCCCC2)C(=O)N1,13,3,0.6,0.0
CCOC(=O)C1=C(C)OC(N)=C(C(=O)OCCOC)C12C(=O)Nc1ccccc12 (stereo unspecified),3,-6,-1.0,-0.2
COc1cccc(CNC(=O)CN2C3CCC2CC(O)(c2ccccn2)C3)c1 (stereo unspecified),12,-1,-0.8,-0.1
Cc1ccc(N2C(=O)NC(=O)/C(=C/c3ccc(C)o3)C2=O)cc1,4,7,0.5,-0.2
COP(=S)(OC)C1=C(N2CCCCC2)/C(=C\c2ccccc2)CC1,-2,-3,-0.5,0.0
CN1CCN(Cc2ccccc2F)CC1,52*,9,-0.3,-0.4
O=C1NC(=O)C(=Cc2ccc(-c3cccc(Cl)c3Cl)o2)C(=O)N1,-1,-7,2.2,-0.8
CCN1CCN(Cc2cccc(OC)c2O)CC1,11,3,0.2,0.1
CSc1ccc(/C=C/c2nc3ccccc3c(=O)n2-c2ccc(Br)c(C)c2)cc1,8,-5,0.4,0.1
COC(=O)C1=C(N)Oc2c(c(=O)oc3ccccc23)C12C(=O)Nc1ccccc12 (stereo unspecified),9,5,2.4,0.1
CC(C)(c1ccc(O)c(Cl)c1)c1ccc(O)c(Cl)c1,9,2,1.4,0.1
CCCc1[nH]nc2c1C(c1ccccc1O)C(C#N)=C(N)O2 (stereo unspecified),3,3,-1.6,0.2
C=CCN1C(=S)NC2c3cccc(OC)c3OC1(C)C2C(=O)OC (stereo unspecified),3,-9,0.2,-0.1
CCN(CC)S(=O)(=O)c1ccc2oc(C(=O)N3CCC4(CC3)OCCO4)c(C)c2c1,-2,-3,-0.1,0.2
N#CC(C#N)=Cc1ccc(N2CCCCC2)o1,12,-3,-0.5,-0.3
CC(C)NP(=O)(c1ccccc1)C(C)(C)C (stereo unspecified),-8,5,0.1,-0.2

# Carrying on:
SMILES,MITF primary,TEAD-YAP block,GPR151 activ,FBW7 activator
CN1C(=O)/C(=C\c2nc3ccccc3c(=O)n2-c2ccccc2)c2ccccc21,2,7,-0.2,-0.1
CN1CCc2[nH]c(=S)c(C#N)c(-c3cccs3)c2C1,16,6,0.4,-0.2
COc1ccc(NC(=O)N2CCC3(CC2)OCCO3)cc1OC,7,0,-2.2,0.5
Cc1ccc(N2C(=O)NC(=O)/C(=C/c3ccoc3)C2=O)cc1,33,3,0.1,-0.1
COC(=O)C1=C(C)OC(N)=C(C#N)C12C(=O)Nc1ccc(C)cc12 (stereo unspecified),7,6,-0.9,-0.2
CN1C(=O)C(C(=O)c2ccc(Cl)cc2)C(=O)N(C)C1=O,0,6,0.1,0.0
COC(=O)C1C2C(=O)N(c3ccc(OC)cc3)C(=O)C12c1ccc(C)cc1 (stereo unspecified),-2,-5,-1.4,-0.1
O=c1cccc2n1CC1CC2CN(c2nc(N3CCCCC3)nc(N3CCCCC3)n2)C1 (stereo unspecified),-6,-1,0.0,0.0
CCOCCCNc1cnn(C23CC4CC(CC(C4)C2C(=O)O)C3)c(=O)c1Cl (stereo unspecified),0,5,0.8,-0.1
COc1cc(OC)nc(C(SCCNC(=O)c2ccc(Cl)nc2)c2ccccc2)n1 (stereo unspecified),8,7,2.1,-0.1
CCOC(=O)NC(=S)N1CCc2nc3ncccc3cc2C1,12,3,-0.4,-0.1
COc1cc(C)c(CN2CCN(C)C(CCO)C2)cc1C (stereo unspecified),5,0,-0.3,0.0
CN1C2CCC1CC(O)(c1ccccc1)C2 (stereo unspecified),13,10,-0.3,0.2
COc1cc(C)c(C=C(C#N)C#N)cc1C,11,7,-0.9,0.4
CCC(CC)N1CCN(Cc2ccc(F)c(F)c2)C(CCO)C1 (stereo unspecified),0,-2,-0.8,0.1
CCOC(=O)C1=C(C)OC(N)=C(C(=O)OCC)C12C(=O)N(CC(N)=O)c1ccccc12 (stereo unspecified),2,11,9.6*,0.0
Cc1ccccc1C=C1C(=O)NC(=S)NC1=O,6,6,2.4,-0.1
COc1ccc(CN2CCN(c3ccccc3OC)CC2)cc1,2,-6,-0.8,0.0
CN1CCc2c(c(S)[nH]c(=S)c2C#N)C1,39,14,-0.4,0.1
Cc1cccc(-n2c(-c3ccco3)nc3ccccc3c2=O)c1,2,6,0.2,0.2
CCOC(=O)C1C2NC(=S)N(c3cccc(C)c3)C1(C)Oc1ccc(Br)cc12 (stereo unspecified),17,2,-0.1,-0.7
COC(=O)C(O)(c1c(C)[nH]c2ccccc12)C(F)(F)F (stereo unspecified),16,7,1.4,-0.1
S=C(NCCN1CCOCC1)NNP(=S)(c1ccccc1)c1ccccc1,4,-2,0.3,0.0
OC12Oc3ccccc3C=C1N1CCC2CC1 (stereo unspecified),13,-3,-1.6,0.6
O=[N+]([O-])c1ccc(N2CCN(Cc3ccccc3)CC2)c(Cl)c1,6,-2,-0.1,-0.8

# Only TEAD-YAP block and FBW7 activator (3 entries from above):
compound	TEAD-YAP block	FBW7 activator
CC(C)(C)P(=S)(c1ccncc1)N1CCCC1 (stereo unspecified)	3	0.1
CC(C)NP(=O)(c1ccccc1)C(C)(C)C (stereo unspecified)	5	-0.2
O=C1CC[C@@]2(O)[C@H]3Cc4ccc(O)c5c4C2(CCN3CC2CC2)[C@H]1O5	6	-0.1

# Record cards, as listed above.
# Profile of CCOC(=O)C1=C(C)OC(N)=C(C(=O)OCC)C12C(=O)N(CC(N)=O)c1ccccc12 (stereo unspecified) → MITF primary: 2; TEAD-YAP block: 11; GPR151 activ: 9.6*; FBW7 activator: 0.0
# Profile of CN1C2CCC1CC(O)(c1ccccc1)C2 (stereo unspecified) → MITF primary: 13; TEAD-YAP block: 10; GPR151 activ: -0.3; FBW7 activator: 0.2
# Profile of COc1cc(C)c(C=C(C#N)C#N)cc1C → MITF primary: 11; TEAD-YAP block: 7; GPR151 activ: -0.9; FBW7 activator: 0.4

# Additional structures.
SMILES,MITF primary,TEAD-YAP block,GPR151 activ,FBW7 activator
Cc1cc(C(F)(F)F)nc(SCC(=O)Nc2ccc(Cl)cc2C(=O)c2ccccc2)n1,-11,-7,-1.4,0.0
COc1ccc(/C=C/c2nc3ccccc3c(=O)n2-c2cccc([N+](=O)[O-])c2)cc1,10,3,-0.6,0.2
COc1cc(-n2c(=S)[nH]c3ccc(F)cc3c2=O)cc(OC)c1OC,-5,3,2.0,-0.1
O=C(CN1C2CCC1CC(O)(c1ccccn1)C2)NCC1CCCO1 (stereo unspecified),-3,-3,-0.4,-0.1
CN1CCN(C(=O)OC2c3nccnc3C(=O)N2c2ccc(Cl)cn2)CC1 (stereo unspecified),15&9&4&-8,12&-8,0.6&0.4&-0.3&-0.1,0.0&0.1&-0.1&0.5
CCOc1ccc(NC2=NCCS2)cc1,0,-4,-0.3,0.2
CCOc1ccccc1NC1=NCCCS1,4,-5,-0.6,-0.2
COc1cc(/C=C/c2nc3ccccc3c(=O)n2-c2ccccc2)ccc1O,1,-20,-0.2,0.0
COc1ccc(CCNCc2cccnc2)cc1OC,70*,-5,-0.9,0.0
Cc1nc2ccn(-c3ccccc3)[n+]2c(C)c1Cl,13,-5,0.8,0.0
CCOc1ccc(NC(=S)N2CC3CC(C2)c2cccc(=O)n2C3)cc1 (stereo unspecified),9,5,-0.1,-0.2
COc1ccc(-n2c(/C=C\c3cccc(Br)c3)nc3ccccc3c2=O)c(OC)c1,5,-1,0.3,-0.1
CCOC(=O)c1ccc(N=C(c2ccccc2)c2c(O)n(C)c(=O)n(C)c2=O)cc1,18,-3,0.4,0.0
COc1ccc(Br)c(NC2=NCCS2)c1,-13,8,0.1,-0.3
ON1C2CCCCC2N(O)C1c1ccccc1 (stereo unspecified),6,8,-0.5,-0.2
CN1C(=O)C(Cc2c[nH]c3ccccc23)C(=O)N(C)C1=O,7,-5,0.5,-0.7
CC1Cc2cc3c(cc2C(c2ccc(N)cc2)=NN1)OCO3 (stereo unspecified),24,1,-2.2,0.2
CC(C)c1ccc(OCC(=O)N2CCN(C)CC2)c(Br)c1,-6,-5,4.2,-0.2
COc1ccc(OCC(=O)N2CCN(Cc3c[nH]c4ccccc34)CC2)cc1,28,19,1.6,-0.1
Cc1cc(OCC(N)=O)c2c3c(c(=O)oc2c1)CCCC3,-1,21,-1.1,-0.1
